# Screening data from PubChem BioAssay.
# SENP8 block-1 – inhibitors of human SENP8 protease | Q96LD8 | purified SENP8, Z-RLRGG-aminoluciferin cleavage, luminescence | inhibition, % at 10 µM | 1.2% of 330,000 active | AID 2540; in the data active = inhibition above about 50%
# Target sequence (Q96LD8 whole entry, looked up): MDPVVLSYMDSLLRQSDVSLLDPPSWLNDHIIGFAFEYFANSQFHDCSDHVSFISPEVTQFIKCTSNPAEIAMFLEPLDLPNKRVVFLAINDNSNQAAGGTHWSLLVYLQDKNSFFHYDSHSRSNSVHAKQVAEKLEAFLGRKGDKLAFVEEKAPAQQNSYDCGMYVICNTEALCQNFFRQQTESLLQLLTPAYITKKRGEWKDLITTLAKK
# SENP1 inh – blocks the human SENP1 SUMO protease catalytic domain; 0.21% of 360,000 active; inhibition, % at 10 µM; recombinant SENP1 catalytic domain, CyPet-SUMO1-YPet FRET cleavage; Q9P0U3; AID 624204;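 active = inhibition at least 30% at 10 µM, raw YFP signal under a set limit, fluorescence ratio 0.5 to 1.5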;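 note: 0% = enzyme with DMSO and 100% = no enzyme wells; some results filed as inactive read as strong as hits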
# Target sequence (Q9P0U3 419-644 limits assumed): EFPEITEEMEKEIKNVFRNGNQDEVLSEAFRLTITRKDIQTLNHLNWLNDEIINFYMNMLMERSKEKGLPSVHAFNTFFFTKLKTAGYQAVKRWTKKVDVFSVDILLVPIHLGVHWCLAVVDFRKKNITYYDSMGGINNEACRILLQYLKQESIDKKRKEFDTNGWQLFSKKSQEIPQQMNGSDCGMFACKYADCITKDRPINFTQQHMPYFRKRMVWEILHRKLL
#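 Assay system – human recombinant His6-tagged SENP1 catalytic domain enzyme · Input – SENP1 enzyme, 20 pM final · Buffer or medium – Tris pH 8 buffer plus EDTA, NaCl, BME, BSA, NP40, catalase · Schedule – 50 min reaction at room temperature · Technique – FRET read of cyan and yellow fluorescence · Control set – no-enzyme wells low, DMSO-plus-enzyme wells high control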
# A3G deaminase – inhibitors of human APOBEC3G DNA deaminase; Q9HC16; recombinant A3G, ssDNA deamination FAM/TAMRA fluorescence; inhibition, % at 20 µM; 0.28% of 330,000 active; AID 493012;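 active = inhibition of at least 40% at 20 µM, with no more than 30% in the related APOBEC3A deaminase screen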;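 note: plate controls were DMSO wells with A3G for no effect and wells lacking A3G enzyme for full effect; some compounds called inactive have numbers as strong as hits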
# UBC13 polyUb – inhibitors of human UBC13 polyubiquitin chain formation; P61088; TR-FRET; inhibition, % at 20 µM; 0.47% of 330,000 active; in the data active = inhibition above about 45%, passing the limit was not always enough
# Target sequence (P61088 whole entry, looked up): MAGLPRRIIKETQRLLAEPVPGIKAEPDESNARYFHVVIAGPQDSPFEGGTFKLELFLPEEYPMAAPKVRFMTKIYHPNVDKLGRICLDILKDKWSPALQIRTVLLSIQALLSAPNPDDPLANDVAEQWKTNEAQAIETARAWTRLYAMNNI
# SENP7 inh – SENP7 protease inhibition; Q9BQF6; recombinant SENP7, Z-RLRGG-aminoluciferin luminescence, 40 min; inhibition, % at 5 µM; 1.5% of 330,000 active; AID 434973;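 active = inhibition above about 50% at the single test dose, limit read from the data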;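 note: plate controls were DMSO with enzyme for no effect and no enzyme buffer wells for full effect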
# Apaf1 inhib – human Apaf-1 inhibition; AID 489030; 0.71% of 330,000 active; inhibition, % at 20 µM; reconstituted apoptosome caspase-3 activity, DEVD-Rh110 fluorescence; active = inhibition of at least 40% at 20 µM;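 note: plate controls were DMSO wells for no effect and DEVD-CHO caspase inhibitor wells for full effect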
#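 Material: biochemical Apaf-1 apoptosome reconstitution. Medium: Hepes buffer, pH 7.5. Also added: cytochrome c activation, bis-DEVD rhodamine 110 substrate. Timing: 30 min compound preincubation, 50 min activation, room temperature. Measured by: rhodamine 110 fluorescence at Ex 480/Em 540 nm.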
# SENP6 block – blocks the human protease SENP6. Q9GZR1. Recombinant SENP6 catalytic domain, aminoluciferin luminescence. inhibition, % at 10 µM. 1.8% of 330,000 active. AID 2599;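 active = inhibition above about 50% at the single tested dose, limit read from the data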;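 note: plate controls were DMSO wells with enzyme for no effect and DMSO wells lacking enzyme for full effect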
# Target sequence (Q9GZR1 628-1112 limits assumed): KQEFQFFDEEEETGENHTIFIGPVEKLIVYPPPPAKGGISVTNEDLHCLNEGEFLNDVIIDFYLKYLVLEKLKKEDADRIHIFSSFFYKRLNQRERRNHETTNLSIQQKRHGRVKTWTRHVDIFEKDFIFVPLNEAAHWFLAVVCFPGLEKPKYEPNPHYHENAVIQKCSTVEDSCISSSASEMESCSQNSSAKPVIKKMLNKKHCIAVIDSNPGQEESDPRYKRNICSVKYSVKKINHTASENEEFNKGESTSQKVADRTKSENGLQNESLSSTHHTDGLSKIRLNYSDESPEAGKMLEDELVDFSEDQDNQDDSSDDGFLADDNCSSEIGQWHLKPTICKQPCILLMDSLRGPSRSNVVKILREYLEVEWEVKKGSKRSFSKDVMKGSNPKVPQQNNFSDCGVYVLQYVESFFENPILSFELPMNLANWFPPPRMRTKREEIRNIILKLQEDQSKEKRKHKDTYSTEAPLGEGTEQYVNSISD
# SENP8 block-2 – blocks human SENP8 cleavage of Nedd8 substrate. Q96LD8. recombinant SENP8, Nedd8 substrate fluorescence. inhibition, % at 20 µM. 0.64% of 360,000 active. AID 602440; in the data active = inhibition mostly above about 40%, no sharp cut-off; inactive = mostly below about 27%
# Active calls of the source: *; & = joins results of further samples. Random draw from the library; overall some 3.6% were active at least once.
SMILES,SENP8 block-1,SENP1 inh,A3G deaminase,UBC13 polyUb,SENP7 inh,Apaf1 inhib,SENP6 block,SENP8 block-2
CC(Cc1cccnc1)NC(=O)c1ccccc1OC1CCN(S(C)(=O)=O)CC1 (stereo not drawn),-1,-2,-3,-5,-7,4,-16,4
C[C@@]12CCC3[C@@](CCC4[C@@]3(C)CCC[C@@]4(C)C(=O)NCc3ccccc3)(CC1=O)C2 (stereo partly drawn),-8,0,-9,-7,-6,17,-2,16
C=C(C)c1cccc(C(C)(C)NC(=O)Nc2ccc(C(N)=O)cc2)c1,9,1,-11,5,5,-5,4,11
COc1ccc(N2CCN(C(=O)Cn3cncn3)CC2)cc1,-5,1,-4,-8,-1,6,-13,2
O=C(O)c1cccc(N/N=C/c2cn(-c3ccccc3)nc2-c2cccs2)c1,5,-27,-4,-14,4,11,-14,-168
COc1ccc(Cc2nnc(NC(=O)C3CCCO3)s2)cc1OC (stereo not drawn),2,0,-8,-12,-4,13,-3,18
O=C(CSc1nnnn1C1CCCC1)NCCc1ccccc1,-2,0,-7,-3,-5,3,-15,31
COc1ccc(C(=O)NCC2CCCO2)cc1 (stereo not drawn),-5,0,4,-5,7,-2,8,30
CN1CCN(c2ccc(S(=O)(=O)N3CCOCC3)cc2NC(=O)CCc2ccccc2)CC1,1,1,-4,4,4,-27,-11,5
COc1ccc(C2N=C(Nc3ccc(C)cc3)Nc3nc(C)cc(=O)n32)cc1 (stereo not drawn),-1,-3,-8,0,-6,18,-3,-132
Cc1cc(-c2ccccc2)c2c(=O)n(-c3ccccc3)[nH]c2n1,4,1,-4,-39,-5,5,-15,30
COC(C[C@@H]1O[C@@H]1C(=O)[C@@H](C)OCc1ccccc1)OC,-2,2,-6,6,5,-13,0,22
CSc1nc2nc(C)c(CCC(=O)OCC(=O)Nc3ccc(F)cc3)c(C)n2n1,1,0,-7,-6,-6,9,7,4
CC(C)CC(=O)Nc1ccnc(-c2ccncc2)n1,7,0,-9,-3,6,-16,-17,5
Cc1ccc(NC(=O)CN2C(=O)NC(C)(C3CC3)C2=O)c([N+](=O)[O-])c1 (stereo not drawn),-12,2,-6,-4,-4,13,-17,9
O=C(N/N=C\c1ccc(OC(=O)c2cccs2)cc1)c1ccc(Cl)cc1,7,1,-3,-14,7,-14,4,6
Cc1ccc(NC(=O)COC(=O)c2ccc3c(=O)n4c(nc3c2)CCC4)c(Br)c1,7,-41,-3,4,1,-7,-2,-169
CCOC(=O)N1CCN(Cc2nc(-c3cccc(C)c3)no2)CC1,-4,1,-4,8,-1,-4,-14,6
COc1ccc2cc(C(C)C(=O)NC3CCC(O)CC3)ccc2c1 (stereo not drawn),8,-1,-8,-1,6,-5,-12,3
Cc1cccc(C(=O)NCc2nnc(SCc3ccc(F)cc3)n2C)c1,-11,4,-12,-3,6,1,-20,28
CC(C(=O)NCCCn1ccnc1)(c1ccccc1)c1ccccc1,-1,-2,-3,4,3,-1,4,8
C=C1CCC[C@]2(C)C[C@H]3OC(=O)C(CNCC(OC)OC)[C@H]3CC12 (stereo partly drawn),1,-1,-10,4,2,0,7,2
CCOc1ccc(CCNC(=O)COC(=O)c2cccs2)cc1OCC,8,1,-8,-15,-6,-2,12,5
COc1ccc(CNC(=O)c2cc(=O)c3ccc(C)c(C)c3o2)cc1,-8,3,-8,-6,-9,8,0,13
COc1ccc(F)cc1C(=O)C1CCCN(C(=O)C2=C(C)OCCO2)C1 (stereo not drawn),0,1,-6,11,-6,-10,-1,6

# 6 of the compounds above, with values under each structure:
# Order of values – SENP8 block-1 | SENP1 inh | A3G deaminase | UBC13 polyUb | SENP7 inh | Apaf1 inhib | SENP6 block | SENP8 block-2
> CSc1nc2nc(C)c(CCC(=O)OCC(=O)Nc3ccc(F)cc3)c(C)n2n1
  1 | 0 | -7 | -6 | -6 | 9 | 7 | 4
> CC(C)CC(=O)Nc1ccnc(-c2ccncc2)n1
  7 | 0 | -9 | -3 | 6 | -16 | -17 | 5
> Cc1ccc(NC(=O)CN2C(=O)NC(C)(C3CC3)C2=O)c([N+](=O)[O-])c1 (stereo not drawn)
  -12 | 2 | -6 | -4 | -4 | 13 | -17 | 9
> O=C(N/N=C\c1ccc(OC(=O)c2cccs2)cc1)c1ccc(Cl)cc1
  7 | 1 | -3 | -14 | 7 | -14 | 4 | 6
> Cc1ccc(NC(=O)COC(=O)c2ccc3c(=O)n4c(nc3c2)CCC4)c(Br)c1
  7 | -41 | -3 | 4 | 1 | -7 | -2 | -169
> CCOC(=O)N1CCN(Cc2nc(-c3cccc(C)c3)no2)CC1
  -4 | 1 | -4 | 8 | -1 | -4 | -14 | 6

# Next results
SMILES,SENP8 block-1,SENP1 inh,A3G deaminase,UBC13 polyUb,SENP7 inh,Apaf1 inhib,SENP6 block,SENP8 block-2
CCOc1ccc(NC(=O)CN(C)C(=O)CSCc2ccc(C)cc2)cc1OCC,-8,0,-8,-3,3,25,-6,2
CCc1nn(CC(=O)NCCN2CCOCC2)c(=O)c2cc3c(OC)cccc3n12,3,2,-2,3,10,-4,-10,-335
O=C(CNC(=O)c1cccs1)NCC(=O)OCc1ccc(Cl)cc1Cl,0,2,-5,3,-3,-2,-13,1
CCOC(=O)C(NC(C)=O)C(=O)O (stereo not drawn),-10,0,-5,-2,-4,-1,-15,6
COCCNc1ncnc2c1nc1n2CCCC1,6,2,-4,3,-10,-7,-15,4
O=C(CCNC(=O)c1ccc(Br)cc1)NCC1CCCO1 (stereo not drawn),4,0,-4,-6,-1,-4,2,8
COc1ccc(CCN(C)c2ccc(S(=O)(=O)N3CCCC3)cn2)cc1OC,0,-1,-3,-8,6,-4,8,-85
Cc1ccc2nc(N(CCN(C)C)C(=O)C3=COCCO3)sc2c1,-8,2,-4,9,-10,-5,-3,3
CCN(CC(=O)Nc1c(F)cccc1F)C(=O)C1CC1C (stereo not drawn),-10,2,-6,-1,15,-2,-14,4
O=C(Cc1coc2cc3c(cc12)CCC3)OCC(=O)N1CCCC1=O,-8,0,-2,14,-3,5,5,-2
Cc1cc(Nc2ccc(O)cc2)n2c(nc3ccccc32)c1C#N,11,-41,-4,4,6,-5,23,-51
CCOC(=O)c1ccc(NC(=O)c2nc[nH]c2C(=O)NC)cc1,-18,1,-9,24,-17,7,-11,9
CC1(C)CC(=O)C2=C(C1)OC1=C(C(=O)CC(C)(C)C1)C2c1ccccc1,-10,2,7,6,5,15,-5,10
CN(C)S(=O)(=O)c1ccc(/C(O)=C2/C(=O)C(=O)N(Cc3cccnc3)C2c2cccs2)cc1 (stereo not drawn),-6,-1,-9,-6,-3,3,-18,2
CCN(CC)S(=O)(=O)c1ccc(/C=C/C(=O)NC2CCCCC2)cc1,-4,1,1,-7,-9,15,-22,8
Cc1cc(F)ccc1S(=O)(=O)Nc1ccc(C(=O)N2CCCCCC2)cc1,0,0,-3,7,-2,2,11,15
COC(=O)c1c(NC(=O)c2ccco2)sc(C(=O)N(C)C)c1C,-2,-10,0,-1,9,12,-3,-190
COC(=O)CN1C(c2ccccc2O)Nc2ccc(Br)cc2C1c1ccccc1 (stereo not drawn),0,-1,-6,12,-3,1,-5,19
Cc1cc(Cl)ccc1OCC(=O)N1CCCCC1,-18,0,-6,0,-10,6,-7,11
Cc1cccc2cc(CN(CC3CCCO3)C(=O)c3ccco3)c(=O)[nH]c12 (stereo not drawn),5,-2,-1,0,-4,2,-19,-76
CC(=O)c1ccc(NC(=O)Cn2nc(C)cc2C)cc1,-2,-1,0,7,3,-4,-10,13
CCOc1ccccc1NC(=O)CCNC(=O)Cn1ccc2ccccc2c1=O,-1,0,-7,1,-6,-2,-4,-9
CCNC(=O)C(=O)NCC(c1ccc2c(c1)OCO2)N1CCOCC1 (stereo not drawn),-1,-1,-4,4,4,8,-10,-2
COCCCNC(=O)CN(c1ccc(OC)cc1)S(=O)(=O)c1ccc(NC(C)=O)cc1,-4,0,-11,-2,4,-8,2,8
Cc1nc(SCC(=O)Nc2c(C)n(C)n(-c3ccccc3)c2=O)[nH]c(=O)c1Cc1ccccc1,2,1,1,0,5,0,3,12

# Continued.
SMILES,SENP8 block-1,SENP1 inh,A3G deaminase,UBC13 polyUb,SENP7 inh,Apaf1 inhib,SENP6 block,SENP8 block-2
COc1ccc(C(=O)Nc2ccc(C(=O)OCC(=O)c3cccc4ccccc34)cc2)cc1,-7,0,-7,-24,0,-1,1,5
O=C(O)C1C(c2ccccc2)C(C(=O)OCCCO)C1c1ccccc1 (stereo not drawn),5,1,2,4,-6,2,1,12
CCN1C[C@@H]2[C@@H]3C(=O)N(Cc4ccccc4)C(=O)[C@@H]3[C@](CC)(C1=O)N2C(=O)c1ccc(C(F)(F)F)cc1,2,-2,-11,10,-3,4,-15,-1
Cc1cccc(C(=O)NC(=S)Nc2ccc(N3CCOCC3)cc2)c1,-4,2,0,5,-5,19,9,4
Cc1nc(NCCc2ccc(S(N)(=O)=O)cc2)c2c(C)c(C)sc2n1,10,0,-1,18,2,1,4,1
O=C(CNS(=O)(=O)c1ccccc1)NCC(=O)N1CCCCC1,-13,2,-1,-2,7,-3,-41,7
O=C(Nc1ccc2ccccc2c1)c1ccc2[nH]c(=O)c(=O)[nH]c2c1,-5,-5,-6,-6,4,6,4,-64
Cc1ccc(NS(=O)(=O)c2ccc3c(c2)CCC(=O)N3)cc1C,6,3&2,-4,-2,-7,-11,-16,-7&25
NC(=O)COC(=O)c1ccc(Cl)c(S(=O)(=O)N2CCN(c3ccc(F)cc3)CC2)c1,-3,0,-5,4,0,4,-10,14
COc1cccc(C(=O)NC2CCN(CC(=O)NCc3ccccc3F)CC2)c1,0,1,-3,0,4,3,-7,8
CCc1nn(CC(=O)N2CCN(c3ccc(F)cc3)CC2)c(=O)c2cc3occc3n12,-2,1,-4,3,-5,-4,-3,2
O=C(Cn1cc(C(F)(F)F)cc(Cl)c1=O)NCCc1ccc(Cl)cc1Cl,3,0,-7,3,4,-18,6,13
Cc1nc(N)sc1C(=O)N/N=C/c1c[nH]c2ccccc12,-13,-3,-10,79*,-6,-14,-8,-160
CC(C)N(C(=S)NCc1ccccc1)c1ccccc1,-5,3,-5,2,-3,8,1,11
COc1ccc(-c2nn3c(-c4ccco4)nnc3s2)cc1OC,3,-2,1,1,11,4,-12,-84
CC12CCC(C(=O)Nc3ccccc3Cl)(C(Br)C1=O)C2(C)C (stereo not drawn),4,0,-2,0,7,6,5,7
CCC(=O)Nc1cccc(NC(=S)NC(=O)c2ccccc2)c1,-7,2,-4,0,0,0,13,20
CN(C)c1ccnc2sc(C(=O)NCc3ccccc3)c(N)c12,-9,-10,4,-4,-4,0,-16,-219
CCCc1cc2c(=O)c(-c3ccc4c(c3)OCCO4)c(C)oc2cc1OS(C)(=O)=O,6,-3,-1,13,0,3,-10,13
COc1ccc(-n2nc(C(=O)c3cccs3)cc(-c3nc4ccccc4[nH]3)c2=N)cc1,-2,10,-3,-34,3,30,-15,10
CCOC(=O)Cc1csc(NC(=O)CS(=O)(=O)Cc2ccccc2)n1,-2,1,-6,-1,6,4,-7,15
COc1cccc(NC(=S)N/N=C2\CC3CCC2(C)C3(C)C)c1 (stereo not drawn),-6,2,-1,3,8,15,-13,7
O=C(O)C(c1ccccc1)N1C(=O)/C(=C\c2ccc(O)c(O)c2)SC1=S (stereo not drawn),-16,9,-3,-51,0,3,-40,24
COC(=O)[C@@]1(Cc2ccc(F)cc2)[C@H]2c3cc(C(=O)N(C)C)n(CCc4ccc(OC)c(Br)c4)c3C[C@H]2CN1C(=O)c1ccccc1,4,-6,-5,14,2,24,-11,-6
CC(C)c1ccc(NC(=O)C2CC(=O)Nc3nc4ccccc4n32)cc1 (stereo not drawn),6,1,-2,0,6,-14,-15,36
Cc1ccc2cc(CCNC(=O)c3ccc4c(c3)OCO4)c(=O)[nH]c2c1C,1,2,-4,-8,-3,9,-5,-36
COCCNc1nc(SC)nc2sc3c(c12)CCN(C)C3,0,-92,0,3,3,-5,13,-294
